Screens: PubChem BioAssay, National Center for Advancing Translational Sciences (NCATS)
Giardia FBPA inh = Giardia lamblia aldolase inhibition | purified Giardia FBPA | Potency, µM (titrated, usually from 59.6 µM), for inactives: at the highest dose activity, negative = inhibition, usual class: inhibitors | actives 0.71% (n = 290,000) | AID 2451; further: potency means the concentration at half of the fitted maximal effect; on the % scale 0 is the no-effect control and ±100 the full control effect; nearly all actives have a fitted effect of over 55% in size
Target sequence (A8B2U2 whole entry, looked up): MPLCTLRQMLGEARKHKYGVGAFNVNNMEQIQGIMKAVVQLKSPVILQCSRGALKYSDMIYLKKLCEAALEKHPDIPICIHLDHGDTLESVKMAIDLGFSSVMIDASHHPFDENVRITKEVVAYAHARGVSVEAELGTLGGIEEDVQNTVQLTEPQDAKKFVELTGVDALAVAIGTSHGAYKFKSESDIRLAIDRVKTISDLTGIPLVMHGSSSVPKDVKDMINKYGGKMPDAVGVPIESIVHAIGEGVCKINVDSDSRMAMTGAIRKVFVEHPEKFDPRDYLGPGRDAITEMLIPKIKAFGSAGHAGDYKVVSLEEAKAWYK
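40 nM FBPA preincubated 10 min at RT with compound (up to 57.5 uM final), then substrate plus GAPDH/TPI/NAD/arsenate coupling and diaphorase/resazurin added. Fluorescence read after 20 min at RT, 525/598 nm.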
HCV inh = HCV inhibition. AID 651820. actives 3.4% (n = 340,000). Huh7.5.1 HCVcc-Cre infection, luciferase reporter, 44 h. Potency, µM (top dose mostly 41.8 µM), for the others: at the top dose activity change, negative = inhibition, hits mostly inhibitors; further: potency means the concentration at half of the fitted maximal effect; on the % scale 0 is the no-effect control and ±100 the full control effect
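1,000 cells/well; 4 h culture; + compound; + HCVcc-Cre (~0.5 moi); 44 h; luciferase substrate, RT 15 min; read 15 sec.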
Pf growth 48h = P. falciparum growth inhibition at 48 hours (one generation) | actives 5.9% (n = 310,000) | P. falciparum luciferase growth in erythrocytes, 48 h | Potency, µM (doses to about 28.7 µM), for the others: top-dose activity change, negative = inhibition, actives largely listed as inhibitors; further: potency means the concentration at half of the fitted maximal effect; on the % scale 0 is the no-effect control and ±100 the full control effect
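Luciferase-expressing parasites in RBCs, 2% Hct / 0.1% parasitemia final; RPMI 1640 + 0.5% Albumax; 37 C, 5% CO2, one generation; luminescence read-out, lower signal = inhibition.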
Shiga toxin inh = inhibitors of Shiga toxin in Vero cells | actives 9.2% (n = 290,000) | inhibition, % at 38.7 µM | AID 2315 | Vero cells, Shiga toxin protein synthesis inhibition reporter; in the data active means inhibition mostly above about 28%, no sharp cut-off; inactive means mostly below about 43%; further: 0% is about no effect
Pf growth 96h = P. falciparum growth inhibition at 96 hours | actives 6.9% (n = 320,000) | Potency, µM (doses to about 28.7 µM), inactives show at the top dose activity change, negative = inhibition, hits mostly inhibitors | P. falciparum luciferase reporter growth, 96 h | AID 504834; further: potency means the concentration at half of the fitted maximal effect; on the % scale 0 is the no-effect control and ±100 the full control effect
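P. falciparum expressing integrated firefly luciferase grown in erythrocytes (2% hematocrit, 0.05% parasitemia final) with compounds for 96 hours at 37 C, 5% CO2. Growth inhibition read as loss of luminescence after adding luciferase detection reagent.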
CHX counter = counter-screen hit for Shiga toxin inhibitors, cycloheximide. actives 12% (n = 300,000). cell reporter, cycloheximide protein synthesis inhibition counterscreen. max response, %; in the data active means max response mostly above about 13%, no sharp cut-off; inactive means mostly below about 14%; further: read at 38.3 µM for the half of the compounds with a filed dose; 0% is about no effect
The depositor's hits bear a star; ? = inconclusive; · = not tested or not shown; & = joins results of further samples; [ ] = dose if it differs, or a comment. Unless noted, the call rests on the fitted dose curve; in most records, active means well fitted curve in the direction sought with a large enough effect; inconclusive means small, poorly fitted or top-dose-only effect, or another doubt; inactive means no such curve, though single readings can be large; an effect the other way counts as inactive or inconclusive.

SMILES	Giardia FBPA inh	HCV inh	Pf growth 48h	Shiga toxin inh	Pf growth 96h	CHX counter
Cc1ccc(S(=O)(=O)NCc2ccc(C(=O)N3CCN(c4ccccn4)CC3)cc2)cc1	-1%	?	?	-9	?	-5
O=C(Cc1ccccc1)Nc1nc2ccccc2[nH]1	-3%	11%	58%[activator]	79*	·	26*
O=C(O)COc1ccc2c3c(c(=O)oc2c1)CCCC3	7%	0%	-10%	-8	40%[activator]	-2
O=C1Nc2ccccc2O/C1=C\c1ccccc1	5%	-10%	13%	20	5%	5
CCOC(=O)c1oc2cc(OC(C)=O)ccc2c(=O)c1-c1ccc(OC)c(OC)c1	15%	3%	-8%	32	-7%	-1
Cn1nc2c3cc(F)ccc3n(Cc3ccc(F)cc3)cc-2c1=O	6%	4%	9%	-10	20%	-2
Cc1ccc(NCc2nnc(SCc3ccc(C#N)cc3)n2Cc2ccco2)c(C)c1	0%	-30%	?	20	·	2
COc1cccc(CNc2ccc(N3CCC(C)CC3)cc2)c1OC	?	-11%	1.9µM*	17	?	13
CCC(C)c1ccccc1N1CC(C(=O)NCCCn2nc(C)cc2C)CC1=O (stereo unspecified)	·	0%	17%	·	2%	·
CC(=O)Nc1ccc(S(=O)(=O)N(Cc2ccco2)CC2CCCO2)cc1 (stereo unspecified)	0%	10%	-27%	13	38%[activator]	-3
CCOc1ccc2oc(C(=O)NNC(=O)c3ccccc3O)c(C)c2c1	·	-16%	-21%	·	18%	·
COc1ccc(NC(=O)CSc2nc(N)c3cc4c(nc3n2)CCCC4)cc1	4%	2%	63%[activator]	61*	52%[activator]	47*
O=S(=O)(c1ccccc1)N1CCC(Oc2ccc(-n3cnnn3)cc2)CC1	·	?	?	-9	56%[activator]	1
COC(=O)c1cn(NC(=O)Cc2ccccc2Br)c(=O)c2ccccc12	14%	-6%	14%	-15	11%	6
COc1ccc(Cn2ccnc2SCC(=O)Nc2cccc(NC(C)=O)c2)cc1	0%	10%	?	-2	?	-2

2 consecutive compounds out of the list so far, for reference:
SMILES	Giardia FBPA inh	HCV inh	Pf growth 48h	Shiga toxin inh	Pf growth 96h	CHX counter
COC(=O)c1cn(NC(=O)Cc2ccccc2Br)c(=O)c2ccccc12	14%	-6%	14%	-15	11%	6
COc1ccc(Cn2ccnc2SCC(=O)Nc2cccc(NC(C)=O)c2)cc1	0%	10%	?	-2	?	-2

(listing goes on)
SMILES	Giardia FBPA inh	HCV inh	Pf growth 48h	Shiga toxin inh	Pf growth 96h	CHX counter
COc1ccc2[nH]c(C(=O)NCc3ccc4c(c3)OCO4)cc2c1	-6%	?	13%	10	2%	8
COc1ccc(C(CC(=O)O)NC(=O)COc2ccc(C)cc2)cc1OC (stereo unspecified)	8%	13%	-8%	-11	?	-6
CCOC(=O)C1(CCCc2ccccc2)CCN(C(=O)CCn2cnnn2)CC1	-3%	3%	-8%	33	38%[activator]	6
NC(=O)C1Cc2ccccc2CN1S(=O)(=O)c1ccc(Cl)s1 (stereo unspecified)	8%	-10%	11%	25	16%	-4
COc1ccc(/C=C/c2nnc(NC(=O)COc3ccccc3)s2)cc1	4%	2%	-7%	28	15%	-2
COc1ccc(/C(O)=C/c2nc3ccc(C(=O)NCCc4cccc(C)c4)cc3[nH]c2=O)cc1OC	-4%	?	4.7µM*	-13	?	-1
Cc1ccccc1CN1CCCN(Cc2ccc(Cl)cc2)S1(=O)=O	-6%	-26%	12%	18	0%	0
N#Cc1ccc(C(=O)N2CCN(S(=O)(=O)c3ccc(Br)s3)CC2)cc1	2%	-12%	-23%	55	?	1
COc1ccc(-n2c(SCC(=O)Nc3ccc(C)cc3)nc(O)c(Cc3ccccc3)c2=O)cc1	25%	27%	1%	-10	?	-1
Cc1csc2nc3ccccc3c(=O)n12	3%	9%	3%	41	43%[activator]	5
COc1ccc(SCC(Cc2ccccc2)N2CCN(CC(C)C)CCC2=O)cc1 (stereo unspecified)	-3%	·	·	53*	·	30*
C=CCNC(=O)C1CC(=O)N(c2ccc(OCC(=O)NCc3ccccc3)cc2)C1 (stereo unspecified)	2%	2%	-5%	15	·	-1
CC1(C)CC(=O)C(=Cc2cn(-c3ccccc3)nc2-c2ccc(Cl)cc2)C(=O)C1	·	?	9%	8	?	7
CCOc1ccc(C(c2c(C)[nH][nH]c2=O)c2c(C)[nH][nH]c2=O)cc1OCC	-16%	1%	?	-9	-6%	-3
COc1ccc(C(=O)CSc2nnc(CNC(=O)c3ccccc3)o2)cc1	·	-28%	18%	18	6%	13
Cc1c(Cc2ccccc2)c(=O)oc2c(C)c(OC(C)C(=O)N[C@@H](Cc3ccccc3)C(=O)O)ccc12 (stereo partly specified)	3%	-30%	?	-6	?	-4
Cc1c(C(=O)NCC2CCCO2)oc2ccccc12 (stereo unspecified)	·	15%	287%[activator]	·	320%[activator]	·
COC(=O)c1sc(C(F)(F)F)c(-c2ccccc2)c1S(=O)(=O)N1CCCC1	-1%	9%	?	-5	-22%	-2
Cc1cc(C)n(C(=O)CNC(=O)c2cccc(Cl)c2)n1	1%	0%	1%	27	-18%	4
Cc1cccc(CN2CCC(CNC(=O)Cn3ncc4c([nH]c5ccccc54)c3=O)CC2)c1	2%	7%	?	9	?	-7
Cn1nc(C(=O)Nc2cccc(S(=O)(=O)N3CCCC3)c2)c2ccccc2c1=O	·	?	8.3µM*	·	9.3µM*	·
CCOC(=O)c1c(NC(=O)COC(=O)c2ccc(NC(=O)CC#N)cc2)sc(C(=O)NC)c1C	·	?	13µM*	·	-26%	·
CC(Oc1ccccc1Cl)C(=O)Nc1ccc(S(=O)(=O)N2CCCC2)cc1 (stereo unspecified)	·	?	13µM*	·	24%	·
CCOC(=O)CCSCC(=O)Nc1nnc(C)s1	?	8%	12%	-3	13%	-3
Cc1oc(-c2ccccc2F)nc1CS(=O)(=O)CC(=O)NC(C)CCc1ccccc1 (stereo unspecified)	-14%	?	-18%	-7	-11%	1
CCCCN(C(=O)c1ccc(-c2ccc([N+](=O)[O-])cc2)o1)c1c(N)n(CC(C)C)c(=O)[nH]c1=O	·	?	?	·	-29%	·
O=C(CC1CCCCC1)Nc1c2c(nn1-c1ccc(F)cc1)CS(=O)(=O)C2	3%	3%	-10%	-3	6%	-2
CCN(c1ccccc1)S(=O)(=O)c1ccc(Cl)c(C(=O)N(CC2CCCO2)C2CCS(=O)(=O)C2)c1 (stereo unspecified)	1%	?	1.7µM*	-10	?	-2
c1ccc2sc(-c3ccc4c(c3)OCO4)nc2c1	-1%	?	148%[activator]	52*	383%[activator]	34*
CCOC(=O)Cn1cnc2c(nnn2-c2ccc(F)cc2)c1=O	18%	21%	36%[activator]	-2	8%	1
O=c1oc2ccccc2c(Cl)c1CN1CCCCC1	3%	?	-8%	1	3%	1
O=C(COc1ccc(Cl)cc1)Nc1cc(S(=O)(=O)N2CCCCC2)ccc1N1CCCCC1	2%	?	12µM*	1	2.3µM*	0
O=C(NNc1ccc([N+](=O)[O-])cc1[N+](=O)[O-])C1C2CCCCC21 (stereo unspecified)	5%	-19%	5%	6	-4%	-2
CC(OC(=O)c1ccc(-n2cnnn2)cc1)C(=O)Nc1ccccc1[N+](=O)[O-] (stereo unspecified)	·	1%	?	·	?	·
O=S(=O)(NCCSc1ccc(Cl)cc1)c1ccc2c(c1)OCCO2	-1%	3%	31%[activator]	7	19%	-2
O=c1[nH]c(-c2ccc(Cl)cc2)nc2c1cnn2-c1ccccc1	15%	-14%	14%	-8	·	-1
CCCCN(C)CCNC(=O)c1cn(C)c(=O)c2c1c1ccccc1n2C	-24%	-13%	-24%	6	32%[activator]	-2
O=S(=O)(c1cccc2nsnc12)N1CCOCC1	1%	10%	11%	-14	?	-2
COC(=O)CNC(=O)CSc1ccccn1	3%	12%	11%	8	42%[activator]	-2
COC(=O)c1ccc(COc2ccccc2/C=N/NC(=O)c2cccnc2)cc1	-1%	6%	19%	25	36%[activator]	28*
CCOC(=O)/C(C#N)=C/c1c(N2CCCCCC2)nc2ccccn2c1=O	-3%	?	?	-5	?	6
Brc1ccc(-c2cnnc(N3CCCC3)n2)cc1	2%	-20%	3.3µM*	7	?	1
O=C(NCC(=O)N(Cc1ccccc1)C(C(=O)NCC1CCCO1)c1ccccc1)c1ccco1 (stereo unspecified)	·	12%	25%	10	11%	-4
CSc1ccc(CCNC(=O)C2CCN(c3nnc(-n4cccc4)s3)CC2)cc1	1%	-23%	·	-8	?	-5
Cc1nonc1OCCNc1ccc([N+](=O)[O-])cc1[N+](=O)[O-]	1%	16%	4%	-5	49%[activator]	-2

Random excerpt: five records from the list
SMILES	Giardia FBPA inh	HCV inh	Pf growth 48h	Shiga toxin inh	Pf growth 96h	CHX counter
O=C(COc1ccc(Cl)cc1)Nc1cc(S(=O)(=O)N2CCCCC2)ccc1N1CCCCC1	2%	?	12µM*	1	2.3µM*	0
Cc1nonc1OCCNc1ccc([N+](=O)[O-])cc1[N+](=O)[O-]	1%	16%	4%	-5	49%[activator]	-2
O=S(=O)(NCCSc1ccc(Cl)cc1)c1ccc2c(c1)OCCO2	-1%	3%	31%[activator]	7	19%	-2
O=c1oc2ccccc2c(Cl)c1CN1CCCCC1	3%	?	-8%	1	3%	1
O=C(NNc1ccc([N+](=O)[O-])cc1[N+](=O)[O-])C1C2CCCCC21 (stereo unspecified)	5%	-19%	5%	6	-4%	-2

Next part.
SMILES	Giardia FBPA inh	HCV inh	Pf growth 48h	Shiga toxin inh	Pf growth 96h	CHX counter
COc1ccc(CC(=O)Nc2cc(S(=O)(=O)N3CCOCC3)ccc2N2CCOCC2)cc1	0%	?	?	-7	?	-1
COC(=O)c1n[nH]n(-c2ccc(F)c(Cl)c2)c1=O	9%	-15%	2%	-16	8%	1
O=[N+]([O-])c1ccc([N+](=O)[O-])c(Nc2ccc(N3CCOCC3)cc2)c1	-3%	-1%	10%	1	1%	2
Cc1cc(C)cc(NC(=O)C(Sc2nnc(C)c(=O)[nH]2)c2ccccc2)c1 (stereo unspecified)	-2%	8%	-3%	10	-1%	0
Cc1cc(C)c(C#N)c(SCC(=O)CC(=O)OC(C)C)n1	-5%	8%	?	-26	13%	-1
COc1ccc(-n2cc(-c3ccccc3)c3c(NCCCN4CCOCC4)ncnc32)cc1	1%	?	-21%	-19	-5%	-8
CCOc1ccc(/C=C/C(=O)NCc2ccccc2)cc1	-2%	6%	-27%	30	4%	20*
CCCCCN(CCCCC)C(=O)C(CCC(=O)O)NC(=O)c1ccc(Cl)c(Cl)c1 (stereo unspecified)	5%&0%	14%	-1%	·	-9%	·
COc1ccc(CNc2cc(C)nc3ccc(OC)cc23)cc1	-4%	14µM*	?	-10	-21%	-5
CCc1ccc(N(CC)c2ncnc3nc[nH]c23)cc1	1%	1%	2%	-10	?	-2
Cc1cccn2c(CN(C)CCC3CCCCO3)c(C(=O)N3CCCCC3)nc12 (stereo unspecified)	4%	-4%	-2%	-3	13µM*	0
CCCCn1c(=O)c(C(=O)Nc2ccccc2F)c(O)c2ccccc21	-2%	?	56%[activator]	·	69%[activator]	12
CN(C)c1ccc(S(=O)(=O)NCC(=O)NCC2CCCCC2)cc1[N+](=O)[O-]	6%	-5%	-3%	4	2%	-6
O=C(c1cc2c(cc1Br)OCCCO2)N1CCCCC1	1%	0%	5%	-4	28%	0
CCOC(=O)c1cc(C)n(-n2cnnc2)c1C	0%	18%	13%	-16	·	18
CN(C(=O)N1CCN(S(=O)(=O)c2ccccc2)CC1)c1ccccc1	7%	13%	9%[5.75 µM]	-6	232%[activator]	1
CCCOc1ccc(C(=O)Nc2ccc(N3CCN(C(C)=O)CC3)cc2)cc1	-7%	?	?	52	-17%	4
COc1ccccc1N1CCN(S(=O)(=O)c2ccc3c(c2)CC(C)N3C(C)=O)CC1 (stereo unspecified)	·	-22%	?	-6	?	0
COc1cc([N+](=O)[O-])ccc1NC(=O)Cc1ccc(C)cc1	2%	-29%	?	-4	?	-1
Cc1nn(CC(=O)NCc2ccc(-n3cccn3)cc2)c(C)c1[N+](=O)[O-]	-7%	5%	5%	-3	-27%	-4
